NPYLR7 agonist = agonists of mosquito NPYLR7 receptor, primary screen, cell-based, Aedes aegypti, calcium fluorescence, mosquito biting behavior; Aedes aegypti neuropeptide Y-like receptor 7 (NPYLR7); HEK293T NPYLR7/Galpha15, GCaMP6s calcium fluorescence; activation, % at 10 µM; 270,000 tested, 0.15% active; in the data active means activation above about 40%;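 further: 0% = vehicle and 100% = reference agonist at the receptor; some compounds past the cut are filed as inactive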
hcGAS lum = Primary biochemical luminescence assay for human cyclic GMP-AMP synthase inhibitors | 290,000 tested, 0.081% active | AID 1259398, 2018 | recombinant h-cGAS, ATP depletion, Kinase-Glo luminescence | inhibition, % at 12.5 µM | Q8N884;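 further: 0% = vehicle reaction and 100% = reaction without DNA for no activity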
Target sequence (Q8N884 whole entry, looked up): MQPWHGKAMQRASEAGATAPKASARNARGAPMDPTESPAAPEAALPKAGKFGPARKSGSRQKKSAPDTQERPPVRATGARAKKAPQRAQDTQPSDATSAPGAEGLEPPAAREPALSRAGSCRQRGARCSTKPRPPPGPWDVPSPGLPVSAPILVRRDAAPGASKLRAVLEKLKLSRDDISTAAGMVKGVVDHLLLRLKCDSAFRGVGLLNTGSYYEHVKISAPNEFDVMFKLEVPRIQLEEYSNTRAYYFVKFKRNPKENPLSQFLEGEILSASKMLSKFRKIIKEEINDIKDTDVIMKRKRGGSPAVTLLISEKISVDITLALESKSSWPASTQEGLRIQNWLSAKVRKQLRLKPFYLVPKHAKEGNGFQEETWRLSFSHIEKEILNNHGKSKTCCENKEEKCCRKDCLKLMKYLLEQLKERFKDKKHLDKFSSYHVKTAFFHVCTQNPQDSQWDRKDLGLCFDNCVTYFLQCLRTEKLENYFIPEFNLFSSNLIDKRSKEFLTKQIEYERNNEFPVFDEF
mcGAS lum = cyclic GMP-AMP synthase inhibitors, mouse, primary biochemical chemiluminescence; recombinant cGAS, Kinase-Glo ATP depletion luminescence; Q8C6L5; inhibition, % at 12.5 µM; 160,000 tested, 0.15% active; AID 1259399, 2018;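 further: 0% = negative control wells and 100% = reference inhibitor with no enzyme activity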
* hit, by the source's call; · = no result given. Unless noted, no stated cut-off is given here; in the data, active means inhibition above about 40%; inactive means the rest.

SMILES	NPYLR7 agonist	hcGAS lum	mcGAS lum
CC(NC(=O)N1CCN(S(=O)(=O)c2cccc(C(F)(F)F)c2)CC1)c1ccc2c(c1)OCCO2 (stereo not drawn)	-4.3	3.9	·
CCSc1nnc(NC(=O)/C=C/c2cccc3ccccc23)s1	37.4	-9.3	-7.6
O=S(=O)(NCCc1csc(-c2ccncc2)n1)NCc1ccccc1	0.7	-3.1	·
Cc1ccc(CCN=c2c([N+](=O)[O-])nn(-c3ccc4c(c3)OCCO4)n2O)cc1	-6.0	-4.2	-6.4
COC(=O)C1=C(C)N(C)C(=S)NC1c1ccc(Cl)cc1 (stereo not drawn)	4.1	-9.5	-7.6
CCc1nc(-c2ccccc2)nc(N2CCN(C(=O)C3CC3)CC2)c1Cc1c(F)cccc1Cl	14.6	-2.8	-4.4
Cc1ccc(C(=O)N2CC(C)(C)SC23C(=O)Nc2ccc(Cl)cc23)cc1 (stereo not drawn)	10.4	-4.4	-5.4
COc1ccc(SCCC(=O)O)cc1OC	8.9	-3.3	-16.6
Cc1ccc(-c2noc(CN3CCCc4ccccc43)n2)cc1	0.4	-3.7	-4.8
COc1ccc(S(=O)(=O)N2CCC3(CC2)NC(=O)c2cccc(C)c2N3)cc1	3.2	2.0	-2.0
CC(C)(C)NS(=O)(=O)c1cccc(NS(=O)(=O)c2cc(Cl)sc2Cl)c1	-0.4	-8.6	·
COc1ccc(C(=O)NC2CC2)c(OC2CCN(Cc3cccc(SC)c3)CC2)c1	4.0	-1.1	-10.2
O=C(NC1CC(=O)N(Cc2ccccc2Cl)C1)c1cc2ccccc2o1 (stereo not drawn)	12.1	-8.2	·
C[C@@H]1CN(CCCOc2ccc(F)cc2)CC[C@@]1(O)C1CCOCC1	·	-3.5	-4.6
COC(=O)CNC(c1ccccc1)c1cc(Br)ccc1N (stereo not drawn)	-1.9	-0.4	-1.9
Cc1cccc(Cn2cnc3c(cnn3CCNC(=O)c3ccc(S(=O)(=O)N(C)C)cc3)c2=O)c1	-3.3	-0.4	0.2
FC(F)(F)c1cnc(NCc2ncc(-c3ccccc3)o2)c(Cl)c1	3.7	-6.1	·
Cc1ccc(C(=O)c2c(C)c(C#N)c(=O)n(C3CCS(=O)(=O)C3)c2O)cc1 (stereo not drawn)	1.9	-2.3	·
Cc1nc(N2CCOCC2)cc(N2CCN(C(=O)c3cnn(-c4ccccc4)n3)CC2)n1	-1.3	-9.3	·
c1ccc(-c2nc3c(c(NCCc4cnc[nH]4)n2)CCNC3)cc1	-5.3	4.0	-1.4
NC(=O)C1CN(C(=O)CC2(Cc3nc4ccccc4s3)CCCCC2)CCO1 (stereo not drawn)	5.8	-9.3	-14.4
CCOCCCn1c(SCc2ccc(C(=O)OC)cc2OC)nc2cc(C(=O)OCC)ccc21	0.9	-1.8	-4.9
COCCN(Cc1nc(C(=O)N2CCN(C/C=C/c3ccccc3)CC2)cs1)C(=O)Nc1cccc(Cl)c1	5.9	-5.5	-4.8
C=CCN(CC(=O)N1CCc2sccc2C1c1ccc(OC)cc1)C(=O)C(C)(C)CCl (stereo not drawn)	-0.8	3.6	-5.4
COc1ccccc1N1CCN(C(=O)c2cc(-c3ccc(Cl)cc3)n(-c3cccc(F)c3)c2C)CC1	-4.1	-10.4	-5.9

Part of the list above in order of number of heavy atoms, low to high:
SMILES	NPYLR7 agonist	hcGAS lum	mcGAS lum
COc1ccc(SCCC(=O)O)cc1OC	8.9	-3.3	-16.6
O=S(=O)(NCCc1csc(-c2ccncc2)n1)NCc1ccccc1	0.7	-3.1	·
O=C(NC1CC(=O)N(Cc2ccccc2Cl)C1)c1cc2ccccc2o1 (stereo not drawn)	12.1	-8.2	·
NC(=O)C1CN(C(=O)CC2(Cc3nc4ccccc4s3)CCCCC2)CCO1 (stereo not drawn)	5.8	-9.3	-14.4
C=CCN(CC(=O)N1CCc2sccc2C1c1ccc(OC)cc1)C(=O)C(C)(C)CCl (stereo not drawn)	-0.8	3.6	-5.4
COCCN(Cc1nc(C(=O)N2CCN(C/C=C/c3ccccc3)CC2)cs1)C(=O)Nc1cccc(Cl)c1	5.9	-5.5	-4.8

Remaining list, next part
SMILES	NPYLR7 agonist	hcGAS lum	mcGAS lum
COCC(=O)N1CCSC12C(=O)N(Cc1cccc(OC)c1)c1ccc(Cl)cc12 (stereo not drawn)	6.3	-10.8	-6.3
O=C(O)c1ccc(Cl)s1	2.9	-1.4	·
CNc1cnc(-c2cccc3cccnc23)cn1	0.7	-8.0	·
CCOC(=O)C1=C(C)NC2=C(C(=O)CC(C)(C)C2)C1c1cc([N+](=O)[O-])c(C)s1 (stereo not drawn)	9.9	-4.9	-3.8
COc1cccc2sc(=NC(=O)c3cc(Cl)sc3Cl)n(C)c12	0.1	-12.2	·
CCOC(=O)C1(CCCc2ccccc2)CCN(C(=O)c2cc(F)ccc2F)CC1	9.4	-3.6	-6.5
CCCCCNc1nc2c(-c3ccc(C)cc3)nnn2c2ccccc12	7.9	-0.2	-5.7
c1ccc(-c2ncn(CC(c3ccco3)N3CCCC3)c2-c2ncc[nH]2)cc1 (stereo not drawn)	-0.5	-11.8	·
COc1ccc(NC(=O)c2c(C)c(C)c(C)n2Cc2ccccc2F)cc1OC	-5.6	-3.0	-3.7
CN(C)c1ncc2c(n1)CCCC2NC1CCN(c2ccccc2F)CC1 (stereo not drawn)	16.2	-3.3	·
CCCc1c(C(=O)NCc2ccncc2)cnn1-c1ccc(C)cc1	6.4	-4.1	-3.7
O=C(O)CN1C(=O)C(=Cc2cccnc2)SC1=S	-5.2	-5.6	·
Cc1ccc2nc(-c3ccc(N4C(=O)c5cccc(F)c5C4=O)cc3)oc2c1	-8.1	-4.1	-4.6
CCCC1CCC(c2nc(-c3ccc(OC(F)F)cc3)no2)CC1 (stereo not drawn)	-4.5	1.6	-5.0
O=c1c2cc(Cl)ccc2ncn1CC(O)COCc1ccc(Cl)cc1 (stereo not drawn)	4.9	-5.3	·
CCOC(=O)C1(Cc2ccccc2)CCCN(C(=O)Nc2ccc(SC)cc2)C1 (stereo not drawn)	-4.7	7.4	·
CC(C)Cc1noc(CNc2ccc(S(=O)(=O)C3CCCC3)cc2)n1	10.3	-8.1	·
CC(C)NC(=O)NCCc1ccc(NC(=O)c2c(F)c(F)c(F)c(F)c2F)cc1	-4.7	-2.0	-0.1
CCCSc1ncccc1C(=O)NCc1ccncc1	-6.5	-9.1	-2.7
CN(Cc1ccco1)C(=O)c1ccc2c(c1)NC(=O)CCS2	3.8	-11.4	·
Cc1cc(C)n(Cc2cccnc2)c1C(=O)NCc1cccc(C(F)(F)F)c1	22.7	-2.8	-5.5
CCOC(=O)C1CCCN(C(c2ccc(CC)cc2)C2Sc3nc(CC)nn3C2=O)C1 (stereo not drawn)	-0.9	3.0	-0.1
Brc1ccc(C2CC(c3ccc4c(c3)OCO4)=Nc3nnnn32)cc1 (stereo not drawn)	5.6	-6.8	·
COc1nc(-c2ccc(Cl)c(Cl)c2)n(-c2ccc(NC(=O)c3cccc(C(F)(F)F)c3)cc2)n1	·	-8.0	-9.2
OCC1(CC2CC2)CCCN(Cc2ncccn2)C1 (stereo not drawn)	·	-12.3	-4.5

Additional entries follow:
SMILES	NPYLR7 agonist	hcGAS lum	mcGAS lum
CCOC(=O)c1c(NC(=O)C(Cl)(Cl)Cl)c(-c2ccc(OC)c(OC)c2)cn1Cc1ccccc1	11.5	-0.1	-4.9
N#CCCN(Cc1ccccc1)C(=O)c1csc(COC(=O)c2ccccc2)n1	13.8	-3.1	-5.0
O=C(NCCNc1nc(C2CC2)nc2cc(Cl)ccc12)Nc1ccc(Cl)cc1Cl	7.7	-2.2	-5.9
CC(NC1CC2CC=CC21)c1ccc(-n2ccnc2)cc1 (stereo not drawn)	13.9	-3.4	·
CC(C)c1c(C(=O)NCc2ccco2)cnn1-c1ccccc1Cl	·	1.6	-7.5
CCn1c(CN(C)Cc2noc(C)n2)nnc1C1CC(N)C1 (stereo not drawn)	·	-11.8	-6.3
COc1ccc(C(=O)NCC(=O)N2CCCCCC2)cc1	5.0	-9.9	-6.5
Cn1c(-c2nc(C(=O)NC3CC3)cs2)cc2ccccc21	1.7	-0.1	·
COc1ccc(CCCC(=O)N2CCC3(CCOCC3)CC2)cc1	5.5	-4.5	·
O=C(c1cccc(Cl)c1)C1CCCN(S(=O)(=O)c2ccc(-c3ccon3)s2)C1 (stereo not drawn)	5.2	-6.9	-9.5
O=C(CSc1nnc(-c2ccco2)o1)N1N=C(c2cccs2)CC1c1ccco1 (stereo not drawn)	11.0	-4.4	-5.0
OCC1(O)CCN(c2ncccc2C(F)(F)F)CC1	0.1	-2.9	·
COc1cccc(COC(CN2CCN(C(=O)c3ccc4nonc4c3)CC2)c2ccc(Cl)cc2)c1 (stereo not drawn)	·	-13.0	-6.2
CCCNC(=O)N(C1CCOCC1)C1CCN(C(=O)c2ccc(C)s2)CC1	·	-3.9	0.0
Cc1ccccc1OCC1CCCN(C(=O)c2ccc(=O)[nH]c2)C1 (stereo not drawn)	6.8	-5.4	·
CSc1ccccc1NC(=S)NC1CC1	5.7	-4.5	·
O=C(NCCN1CCN(C(=O)c2ccccc2Cl)CC1)C(=O)NCc1ccccc1	-12.1	-3.0	-4.1
COCCN(Cc1ccccc1OS(=O)(=O)c1ccc(OC)cc1)C(=O)NC(C)C	-9.2	2.7	1.0
O=C(Nc1cccc(-c2ccc3nnc(-c4cccs4)n3n2)c1)C1CCCC1	-9.5	-0.9	-5.1
CCc1ccc(CN(C)Cc2nc(-c3cccc(Cl)c3)no2)nc1	-0.7	1.5	-1.5
CCc1nnsc1C(=O)NC(C)Cc1cccc(Cl)c1 (stereo not drawn)	0.1	-5.5	-6.0
C=CCc1cccc2cc(C(=O)N3CCN(C)CC3)c(=O)oc12	-2.3	-1.8	·
CCOC(=O)c1cnc2cc(C(F)(F)F)ccc2c1Nc1ccc(S(=O)(=O)N2CCCC2)cc1	6.3	-2.9	-5.6
O=C(c1[nH]cnc1-c1ccccc1)N1C[C@H](O)[C@@H](N2CCOCC2)C1	19.1	-6.9	-17.6
C=CCn1c(P(C)(=O)O)nc2ccccc21	3.2	-5.3	·

Carrying on:
SMILES	NPYLR7 agonist	hcGAS lum	mcGAS lum
CCCn1c(C)cc(=O)[nH]c1=O	5.8	9.8	-2.8
O=C(CCC1CCCN(C(=O)c2ccc3c(c2)OCO3)C1)NCc1ccc(F)c(F)c1 (stereo not drawn)	6.1	-3.8	-6.4
FC(F)(F)c1ccc(-c2nc(CSc3cc(Cl)ccc3Cl)cs2)cc1	2.3	-5.4	-7.3
Cc1cc(C(=O)N2CCN(C3c4ccccc4CCc4ccccc43)CC2)n(C(C)(C)C)n1	3.8	1.3	-3.8
O=[N+]([O-])c1ccc(S(=O)(=O)Cl)cc1	3.6	-4.3	·
NC(=O)c1cnc2n1CCN(C(=O)COc1ccccc1)C2	3.0	-3.4	-18.5
CC1CC(C)CN(C(=O)CN(C)S(=O)(=O)c2ccc(F)cc2)C1 (stereo not drawn)	0.8	-6.9	·
O=C1NC2(CCN(C(=O)c3ccc(Cl)cc3)CC2)Nc2cc(F)c(F)cc21	2.0	-5.3	-4.1
COc1ccccc1NC(=O)CSc1ccc(-c2ccc(-n3cccn3)cc2)nn1	-8.8	-4.5	-1.6
CCN(C(=O)Nc1c[nH]c2ccccc12)c1ccccc1	6.8	-6.0	-10.3
O=C(NCCCn1nc(-c2ccc(F)cc2)ccc1=O)c1ccc(F)cc1	-2.0	2.9	·
CN(C)c1ccc(-c2cc(N3CCN(C(=O)c4ccco4)CC3)ncn2)cc1	14.3	-5.0	·
CSc1ccccc1C(=O)Nc1cc(C)nn1-c1nc2c(cnn2-c2ccc(C)c(C)c2)c(=O)[nH]1	·	-7.4	-3.7
CCOc1ccc(NCc2nn3cc(-c4ccc(OC)c(OC)c4)c4c3n2CCCC4)cc1	8.4	-14.9	·
C=C(C)Cn1c(N2CCCC2)nc2c1c(=O)[nH]c(=O)n2C	0.3	-6.6	·
COc1ccc(C(=O)OCC(C)C)cc1S(=O)(=O)NC(C)(C)C	-0.9	-1.3	·
CC(C)C(NC(=O)c1ccccn1)c1nnc2n1CCN(C(=O)CCC(F)(F)F)CC2 (stereo not drawn)	2.8	-8.2	-12.8
Cc1cc(C(=O)COC(=O)c2ccc(Cl)s2)c(C)n1C1CC1	-0.7	7.8	·
CCC1CCC(N(C)C(=O)CNC(=O)C2CCCC2)CC1 (stereo not drawn)	4.2	-6.7	·
COc1cc(Br)c(O)c(/C=N\n2c(C)n[nH]c2=S)c1	134.2*	10.3	·
O=C(C1CC=CCC1)N1CCN(S(=O)(=O)c2ccccc2F)CC1 (stereo not drawn)	3.6	3.0	10.2
COc1ccc(Br)cc1CN(C)C(=O)c1c[nH]cc1C	4.1	-11.3	·
C[C@H](N[C@@H](CCc1ccccc1)C(=O)O)C(=O)N1Cc2ccccc2C[C@H]1C(=O)O	4.8	-2.7	·
CC(C)n1ncc2c(C(=O)Nc3ccncc3)cc(-c3ccc4c(c3)OCCO4)nc21	2.2	-6.4	-10.0

Profiles, quoted from the list. Order of values: NPYLR7 agonist | hcGAS lum | mcGAS lum
`COc1ccc(C(=O)OCC(C)C)cc1S(=O)(=O)NC(C)(C)C` in the list: -0.9 | -1.3 | ·
`CSc1ccccc1C(=O)Nc1cc(C)nn1-c1nc2c(cnn2-c2ccc(C)c(C)c2)c(=O)[nH]1` in the list: · | -7.4 | -3.7
`C=C(C)Cn1c(N2CCCC2)nc2c1c(=O)[nH]c(=O)n2C` in the list: 0.3 | -6.6 | ·
`Cc1cc(C(=O)COC(=O)c2ccc(Cl)s2)c(C)n1C1CC1` in the list: -0.7 | 7.8 | ·
`CCCn1c(C)cc(=O)[nH]c1=O` in the list: 5.8 | 9.8 | -2.8
